Assay outcomes from PubChem BioAssay.
EP2 mod – modulates human prostaglandin E2 receptor EP2 signaling | induction, % at 25 µM | actives 0.83% (n = 260,000) | P43116 | EP2-expressing cells, cAMP HTRF FRET, PGE2 co-stimulation;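 active = compounds whose cAMP rise, as percent of the full-agonist control response, exceeds 60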;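 note: rat C6 glioma line stably carrying human EP2 under a CMV promoter; the protocol text gives 20 µM as final concentration; 100% = response of wells given 1 µM PGE2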
Target sequence (P43116 whole entry, looked up): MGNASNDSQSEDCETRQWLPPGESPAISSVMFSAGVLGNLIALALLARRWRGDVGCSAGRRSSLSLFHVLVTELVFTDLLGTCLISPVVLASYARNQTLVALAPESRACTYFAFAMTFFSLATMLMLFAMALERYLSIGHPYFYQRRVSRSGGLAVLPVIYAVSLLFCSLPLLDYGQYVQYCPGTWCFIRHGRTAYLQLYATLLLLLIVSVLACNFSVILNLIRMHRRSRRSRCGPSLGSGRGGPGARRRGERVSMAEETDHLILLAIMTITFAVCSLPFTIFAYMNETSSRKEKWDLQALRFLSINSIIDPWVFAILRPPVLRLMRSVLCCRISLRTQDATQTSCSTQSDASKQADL
Hck Nef HTS – human Hck-Nef kinase inhibition | Recombinant Hck-YEEI plus Nef, Z-Lyte FRET kinase assay | inhibition, % at 20 µM | actives 0.68% (n = 220,000);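 active = Hck-Nef kinase inhibition above about 50%, limit read from the data; inactive = inhibition below that limit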;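 note: 0% = DMSO with Hck plus Nef and 100% = Hck alone without Nef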
Target sequence (P08631 whole entry, looked up): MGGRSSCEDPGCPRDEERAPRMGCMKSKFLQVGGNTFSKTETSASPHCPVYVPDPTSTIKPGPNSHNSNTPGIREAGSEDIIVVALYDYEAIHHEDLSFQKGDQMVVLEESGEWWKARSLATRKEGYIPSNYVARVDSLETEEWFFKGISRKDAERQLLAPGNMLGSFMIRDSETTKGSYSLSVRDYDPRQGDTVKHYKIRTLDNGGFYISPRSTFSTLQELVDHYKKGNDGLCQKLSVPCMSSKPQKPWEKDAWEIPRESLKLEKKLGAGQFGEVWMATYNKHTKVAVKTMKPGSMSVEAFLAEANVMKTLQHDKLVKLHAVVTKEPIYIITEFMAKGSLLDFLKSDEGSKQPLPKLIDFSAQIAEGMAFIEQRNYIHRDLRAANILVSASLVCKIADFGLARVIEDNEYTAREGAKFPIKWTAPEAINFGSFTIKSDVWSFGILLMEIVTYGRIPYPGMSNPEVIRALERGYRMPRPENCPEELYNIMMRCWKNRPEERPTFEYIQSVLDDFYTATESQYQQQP
Runt-CBFb FRET – Runt domain-CBFb interaction inhibition; actives 0.46% (n = 220,000); Cerulean-Runt/Venus-CBFb FRET ratio 530/480, 1 h; inhibition, % at 20 µM; Q01196+Q13951; AID 1496;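 active = inhibition over about 50% at 20 µM in the single-dose screen, limit read from the data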;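 note: 0% = DMSO wells and 100% = excess unlabeled CBFb competitor control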
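Assay system: Cerulean-tagged RUNX1 Runt domain (FRET donor) fusion protein / Amount: 100 nM each of Venus-CBFb and Cerulean-Runt domain / Medium: Tris buffer pH 7.5 with salts and BSA / Also added: Venus-CBFb 100 nM / Schedule: 1 h complex formation plus 1 h compound treatment, room temperature / Signal: FRET fluorescence / Read-out: loss of energy transfer signal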
EP2 antag – inhibitors of human EP2 prostaglandin E2 receptor. P43116. C6 glioma cells expressing human EP2, cAMP TR-FRET; cells stimulated with saturating PGE2. inhibition, % at 25 µM. actives 0.52% (n = 260,000). AID 1422;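 active = percent inhibition above 40 after rounding to a whole number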;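 note: rat C6 glioma host cells with rolipram phosphodiesterase inhibitor present; the protocol text gives 20 µM as final concentration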
Runt-SMMHC FRET – inhibitors of human RUNX1 Runt domain binding to CBFb-SMMHC. Q01196+Q13951. Cerulean-Runt/Venus-CBFb-SMMHC FRET ratio 530/480, 1 h. inhibition, % at 20 µM. actives 0.74% (n = 220,000). AID 1434;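 active = mean inhibition across duplicate retests at 20 µM reaching about 50%, limit read from the data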;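 note: 0% = DMSO wells and 100% = wells with excess untagged CBFb-SMMHC; inhibitors lower the FRET ratio by blocking Runt binding to CBFb-SMMHC; some results filed as inactive read as strong as hits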
PERK inh – human PERK inhibition, primary cell-based screen; Q9NZJ5; CHO PERK-DD fusion, SEAP luminescence translation reporter; inhibition, % at 5.6 µM; actives 0.17% (n = 220,000); AID 1416;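 active = inhibition above the mean inhibition of all tested compounds plus 3 SD, set separately per screening campaign, cut at about 2.9% in these data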;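 note: PERK kinase domain activated by AP20187 dimerizer at 100 nM; 0% = DMSO with dimerizer and 100% = rapamycin at 8.4 µM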
TNF death inh – inhibitors of TNF-alpha induced necroptosis in Jurkat FADD-/- cells; activation (protection from cell death), % at 10 µM; Jurkat FADD-/- TNF necroptosis rescue, ATP luminescence, 24 h; 0 = TNF only, 100 = no-TNF cells; actives 0.068% (n = 220,000);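 active = activation, meaning protection from cell death, of at least 50% relative to plate controls; inactive = activation below 50%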;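 note: necroptosis triggered by 40 ng/mL TNF-alpha added together with compound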
L929 necroptosis – L929 zVAD cell death inhibition; L929 zVAD necroptosis rescue, ATP luminescence, 24 h; with zVAD 60 µM; viability rescue, % at 10 µM; actives 0.38% (n = 220,000);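 active = activation, scaled between plate controls, above about 75%, limit read from the data; inactive = activation under that limit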;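 note: 0% = zVAD with DMSO and 100% = DMSO alone without zVAD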
RBBP9 inhibitor – blocks human serine hydrolase RBBP9; O75884; recombinant RBBP9, FP-Rh probe fluorescence polarization; inhibition, % at 7.94 µM; actives 0.2% (n = 220,000);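 active = inhibition above the campaign mean of all tested compounds plus 3 SD, cut at about 14% in these data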;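 note: plate controls were DMSO wells with RBBP9 for no effect and wells lacking RBBP9 protein for full effect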
Target sequence (O75884 whole entry, looked up): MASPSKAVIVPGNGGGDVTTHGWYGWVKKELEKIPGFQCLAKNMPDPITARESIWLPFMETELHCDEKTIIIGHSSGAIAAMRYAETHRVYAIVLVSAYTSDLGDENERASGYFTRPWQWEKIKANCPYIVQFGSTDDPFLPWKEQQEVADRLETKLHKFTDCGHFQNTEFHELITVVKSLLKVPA
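Test system: recombinant human RBBP9; Timing: 30 min then 45 min, 25 °C; Detection: fluorescence polarization; Control set: RBBP9 with DMSO as uninhibited control, no-protein wells as full inhibition; Compound dosing: one concentration, 7.94 µM nominal, 0.794% DMSO; Probe or stimulus: FP-Rh activity-based probe, 375 nM before mixing.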
An asterisk follows results filed as active; . = not tested or not shown; & = joins results of further samples. A portion of the library; the hit share may differ from the screen's.

SMILES	EP2 mod	Hck Nef HTS	Runt-CBFb FRET	EP2 antag	Runt-SMMHC FRET	PERK inh	TNF death inh	L929 necroptosis	RBBP9 inhibitor
Cn1c(CC(=O)Nc2ccccc2)nnc1SCC(=O)c1ccccc1	-5	1	8	12	5	0.2	-1.8	0.4	-6
Cc1cc(C)c(-c2cc(C(=O)Nc3c(C)n(C)n(-c4ccccc4)c3=O)[nH]n2)c(O)c1	17	-1	2	4	-2	0.2	-1.1	1.1	-13
CN(CCCNC(=O)c1cccn2c(=O)c3ccccc3nc12)Cc1ccccc1	-8	2	-15	3	-43	-1.7	-8.4	0.8	-10
COc1cccc(CNC(C)(C)CO)c1OCc1ccc(Cl)cc1	9	6	0	3	0	0.1	2.2	0.0	-6
COc1ccccc1C1/C(=C(/O)c2ccc(OC(C)C)cc2)C(=O)C(=O)N1c1cc(C)on1 (stereo not given)	24	-1	1	19	4	-0.9	-1.2	-0.7	2
Cc1ccc(C(=O)/C=C\C(=O)c2ccc(C)cc2)cc1	13	-2	62*	7	51*	0.4	-3.0	1.1	1
Nn1cc(-c2ccccc2)nc1SCC(=O)NC1CCS(=O)(=O)C1 (stereo not given)	2	3	1	12	0	0.9	-2.3	-0.2	-5
CCOC(=O)c1cc(C)n(Cc2cccc(OC)c2OC)c1C	6	0	-2	9	-2	1.0	-1.5	0.2	-3
CC(=O)NCC(=O)OC(C)C(=O)Nc1ccc(C(C)=O)cc1 (stereo not given)	13	0	-2	2	1	-0.5	0.1	-0.2	-3
C1=Nc2c(Nc3ccccc3)ncnc2Oc2ccccc21	-33	3	-2	4	1	-0.3	-2.5	7.0	-4
COc1ccc(NC(=O)Nc2ccc(Br)cn2)cc1OC	-17	-9	2	1	-2	-0.3	19	77*	-12
O=C(Nc1ccc(F)cc1F)c1c(C(F)(F)F)ccnc1Oc1ccccc1	8	4	-1	13	3	-1.6	3.7	-0.7	-12
O=C(CN1CCOCC1)Nc1cc([N+](=O)[O-])ccc1Cl	-1	23	-1	7	1	0.2	0.4	1.1	-8
O=C(Oc1cccc(NC(=O)c2ccco2)c1)c1ccc(Br)c(S(=O)(=O)N2CCCCC2)c1	8	-2	0	12	-6	-1.6	-0.9	-0.3	-29
O=C(CSc1nc2ccccc2c(=O)n1CCCN1CCOCC1)NC12CC3CC(CC(C3)C1)C2	3	4	-8	4	-7	0.5	2.8	-0.1	-3
Cc1ccc(S(=O)(=O)Oc2cccc(/C=N/n3cnnc3)c2)cc1	-20	11	-2	4	3	0.7	-1.6	0.6	-5
CC(C)(C)NS(=O)(=O)c1ccc(OCC(=O)NCCC2=CCCCC2)cc1	0	0	-3	11	-2	-0.5	1.7	-0.2	3
O=C(OCCN1CCCC1=O)c1cc(F)c(F)c(F)c1F	-2	2	0	10	3	0.8	0.3	-1.2	-8
CC1Cc2ccccc2N1S(=O)(=O)c1cccc(C(=O)NC2CC2)c1 (stereo not given)	15	-12	0	18	5	0.5	2.1	2.3	2
COc1ccc2c(C)cc(SCC#N)nc2c1	50	0	0	14	-1	0.7	-1.9	0.2	-4

Of the compounds above, these contain an aryl thioether with sulfur outside any ring.
SMILES	EP2 mod	Hck Nef HTS	Runt-CBFb FRET	EP2 antag	Runt-SMMHC FRET	PERK inh	TNF death inh	L929 necroptosis	RBBP9 inhibitor
Cn1c(CC(=O)Nc2ccccc2)nnc1SCC(=O)c1ccccc1	-5	1	8	12	5	0.2	-1.8	0.4	-6
Nn1cc(-c2ccccc2)nc1SCC(=O)NC1CCS(=O)(=O)C1 (stereo not given)	2	3	1	12	0	0.9	-2.3	-0.2	-5
O=C(CSc1nc2ccccc2c(=O)n1CCCN1CCOCC1)NC12CC3CC(CC(C3)C1)C2	3	4	-8	4	-7	0.5	2.8	-0.1	-3
COc1ccc2c(C)cc(SCC#N)nc2c1	50	0	0	14	-1	0.7	-1.9	0.2	-4

Next section.
SMILES	EP2 mod	Hck Nef HTS	Runt-CBFb FRET	EP2 antag	Runt-SMMHC FRET	PERK inh	TNF death inh	L929 necroptosis	RBBP9 inhibitor
CC(=O)Nc1ccc(Oc2cnccn2)cc1	-6	2	0	3	-1	1.2	0.2	0.4	0
Cc1ccc2nc(SCC(=O)N(CC(C)C)c3c(N)n(CC(C)C)c(=O)[nH]c3=O)[nH]c2c1	-4	-24	2	12	-3	-0.9	-3.5	-0.5	-5
CC1(C)Cc2c(sc3c2c(=O)n(-c2ccc(Cl)cc2)c(=O)n3CC(N)=O)CO1	-9	0	1	7	0	0.3	-0.7	-0.3	-1
CCOc1ccccc1N(CC(=O)NC1CCCCC1)C(=O)CNC(=O)c1ccco1	-26&35	-10	-1	10&11	2	-0.3	1.8	.	2
COc1cc(-c2nnc(-c3cccs3)o2)cc(OC)c1OC	26	2	-1	12	0	-0.1	0.4	1.4	-6
CS(=O)(=O)Nc1cccc(C2=NN(S(C)(=O)=O)C(c3ccc4c(c3)OCO4)C2)c1 (stereo not given)	-27&11	-2	1	16&12	-1	0.5	-1.3	1.9	-5
Cn1cc(C(=O)NCN2CCCCC2)c2ccccc21	-16	-12	2	.	5	0.8	-0.5	0.5	-7
Cc1ccc(-n2cc(CN3CCN(C(=O)c4ncn[nH]4)CC3)c(-c3ccc(F)cc3)n2)cc1	-6	5	-2	9	-8	-1.8	2.4	2.6	5
CCOC(=O)C1(Cc2ccccc2)CCN(Cc2ccc(C)s2)CC1	26	19	-1	7	0	-0.7	0.4	2.5	-12
Cn1c(=O)c2c(ncn2CCCNC2=CC(C)(C)CC(=O)C2)n(C)c1=O	17	-5	1	8	-7	1.4	-0.5	.	2
CC1CC(=O)c2cnc(N)nc2C1 (stereo not given)	-7	2	.	6	-1	0.8	-0.7	0.1	2
Cc1ccccc1NC(=O)C1CCCN(S(=O)(=O)c2cccc3cccnc23)C1 (stereo not given)	1	20	2	9	4	0.0	-4.7	0.5	-2
CSc1ncccc1C(=O)OCc1cccc([N+](=O)[O-])c1	8	17	0	3	0	0.6	-0.6	2.8	-5
Cc1cc(C)c2[nH]c(=O)c(C(c3nnnn3CC3CCCO3)N3CCCC(C)C3)cc2c1 (stereo not given)	-13	1	7	8	9	-0.7	0.8	0.3	-8
O=C(Cn1cc(F)c(=O)[nH]c1=O)NCCO	18&18	21	0	5&2	-3	0.8	0.1	1.2	-4
CCOc1ccc2[nH]c(=O)c(CN(CCO)C(=O)c3ccc(OC)c(OC)c3)cc2c1	7	1	-2	6	0	-1.1	-0.8	0.6	-10
CCn1ccnc1[C@@H]1C[C@H]2CN(Cc3ccccc3OC)C(=O)[C@]23CCCN13	3	-5	0	4	-2	1.3	1.4	0.0	-7
COC(=O)CC1COc2ccccc2N1C(=O)c1cccc(C(F)(F)F)c1 (stereo not given)	9	23	-5	6	0	1.4	0.5	-1.0	6
CCOC(=O)Cc1csc(NC(=O)c2cc3ccccc3o2)n1	-10	-12	-1	3	-7	1.4	-1.2	0.9	3
CN1N=C(C(C)(C)C)CSC1=Nc1ccc(F)cc1	-18	14	0	16	0	-0.3	-1.6	-0.1	-3
CC(C)c1onc(C(=O)N(C)C2CCCCC2)c1[N+](=O)[O-]	25	2	-1	3	0	0.6	-0.6	1.2	7
NC(=O)CSc1oc(-c2ccc(F)cc2)nc1S(=O)(=O)c1ccccc1	5	0	1	11	0	0.8	1.4	2.2	-7
O=C(COC(=O)COc1cccc(F)c1)NCCC1=CCCCC1	33	22	-1	1	2	0.6	-0.6	1.8	-9
CCOC(=O)c1cnc2ccc(Cl)cc2c1N1CCN(C)CC1	7	6	-4	17	2	-0.1	1.9	8.0	-5
CCCn1cc(SCC(=O)NCc2ccc3c(c2)OCO3)c2ccccc21	-17	1	-3	12	0	-0.1	0.0	0.3	0
NC(=O)CSc1nnc(-c2cccc(S(=O)(=O)N3CCCCC3)c2)o1	0	15	-1	1	1	0.9	2.7	0.7	7
Cc1ccc(-n2cc(CNCCn3nc(C)cc3C)c(-c3ccc(F)cc3)n2)cc1	-3	23	-4	9	0	0.0	6.6	-0.4	-5
CCOC(=O)Cc1ncccc1C(=O)Nc1ccc(OC)cc1	1	16	-7	7	-22	0.7	0.2	0.5	-8
CC(=O)c1ccc(OCC(O)CN2CCC(C)CC2)cc1 (stereo not given)	19	-1	1	16	0	-0.4	0.8	0.1	2
CCCCOC(=O)C1=C(C)Nc2ncnn2C1c1cccc(OC)c1OC (stereo not given)	18	0	-26	2	-3	-1.5	1.9	-0.3	-4

Some entries already given, reduced to Hck Nef HTS and Runt-SMMHC FRET:
structure | Hck Nef HTS | Runt-SMMHC FRET
O=C(Nc1ccc(F)cc1F)c1c(C(F)(F)F)ccnc1Oc1ccccc1 | 4 | 3
O=C(CN1CCOCC1)Nc1cc([N+](=O)[O-])ccc1Cl | 23 | 1
O=C(Oc1cccc(NC(=O)c2ccco2)c1)c1ccc(Br)c(S(=O)(=O)N2CCCCC2)c1 | -2 | -6
O=C(CSc1nc2ccccc2c(=O)n1CCCN1CCOCC1)NC12CC3CC(CC(C3)C1)C2 | 4 | -7
Cc1ccc(S(=O)(=O)Oc2cccc(/C=N/n3cnnc3)c2)cc1 | 11 | 3

Later entries
SMILES	EP2 mod	Hck Nef HTS	Runt-CBFb FRET	EP2 antag	Runt-SMMHC FRET	PERK inh	TNF death inh	L929 necroptosis	RBBP9 inhibitor
NC(=O)C1CCN(c2nc(-c3ccccc3)nc3ccccc23)CC1	-7	1	1	15	1	-0.3	0.4	0.0	1
Cc1ccccc1NC(=S)N(C)CCc1ccccn1	2	1	0	3	4	0.7	0.7	-0.3	0
N#Cc1c(-c2ccco2)nc(NCC2CCCO2)[nH]c1=O (stereo not given)	49	3	0	11	-2	1.1	-0.8	0.8	-5
COCCCNC(=S)NC(=O)c1ccccc1	-17	3	-2	5	2	0.8	1.2	-0.1	1
COc1ccccc1NC(=O)C(Cc1ccc(Cl)cc1)c1nn[nH]n1 (stereo not given)	-1	1	2	4	1	0.1	-1.0	-0.1	-5
COC(=O)NCC(C)OC(=O)Nc1ccc(Cl)cc1 (stereo not given)	-76	15	1	5	0	-0.8	0.1	-0.3	-4
COCCNC(=O)CSc1nc2cc(OC)c(OC)cc2c(=O)n1Cc1ccco1	24	3	3	8	-5	-0.2	-0.9	0.0	0
CCCCN(Cc1cc2ccccc2[nH]c1=O)C(=O)c1ccccn1	13	-18	1	21	-4	-0.8	-0.3	0.1	-7
N#CC(c1ccc(Cl)cc1)(c1ncc(C(F)(F)F)cc1Cl)N1CCOCC1 (stereo not given)	31	0	-2	.	2	-1.0	-2.4	0.2	-4
